Source: PubChem BioAssay
Lipid droplet: inhibitors of hepatocyte lipid droplet formation, primary screen, imaging, high-throughput imaging, BODIPY stain. AML12 mouse hepatocytes, oleate lipid droplets. 240,000 compounds, 0.4% hits. inhibition, % at 6.5 µM;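 active = lipid droplet intensity inhibited by at least 50%, with more than 500 cells counted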
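Technique: fluorescence imaging, 20x objective, two fields per well / Assay system: AML12 hepatocytes (mouse) / Measure: % inhibition of lipid droplet signal / Doses: 6.5 µM single-point dosing / Incubation: overnight exposure / Reagent: 100 µM oleic acid challenge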
human PMI inhibitors: human PMI inhibitors, high substrate, primary screen, biochemical, fluorescence intensity, high mannose 6-phosphate (AID 1220). recombinant PMI enzyme, coupled fluorescence intensity; higher % means a stronger effect. 190,000 compounds, 0.66% hits. Mannose-6-phosphate isomerase (Homo sapiens). one-dose inhibition, % at 20 µM; IC50 in µM for titrated hits
P. falciparum M17LAP: P. falciparum M17LAP inhibitors, primary screen, biochemical, fluorogenic H-Leu-NHMec substrate, 1536-well (AID 1619) | Leucine aminopeptidase (Plasmodium falciparum (isolate 3D7)) | recombinant M17LAP, H-Leu-NHMec fluorogenic kinetic assay; higher % means a stronger effect | inhibition, % at 30 µM, or IC50 in µM where a hit was titrated | 220,000 compounds, 0.38% hits;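 active = compound inhibiting the enzyme by more than half at any dose during confirmatory dose-response retesting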;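 note: plate controls were full reaction with DMSO carrier for no effect and no enzyme background for full effect; strong numbers were not always called active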
SIAH1 antagonists: Siah-1 peptide-binding antagonists, primary screen, biochemical, fluorescence polarization, rhodamine-plectin, uHTS (AID 1817); E3 ubiquitin-protein ligase SIAH1 (Homo sapiens); Siah-1 / rhodamine-plectin peptide fluorescence polarization; higher % means a stronger effect; one-dose displacement, % at 20 µM; IC50 in µM for titrated hits; 290,000 compounds, 0.02% hits;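 active = displacement of at least 50% at 20 µM, with a fluorescence ratio check between 0.3 and a set limit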;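 note: plate controls were Siah plus tracer with DMSO for no effect and tracer alone without Siah for full effect; strong numbers were not always called active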
human PMI inhibition: inhibitors of human PMI, primary screen, biochemical, fluorescence intensity, coupled assay (AID 1209); purified PMI enzyme, coupled fluorescence intensity; higher % means a stronger effect; 190,000 compounds, 0.42% hits; inhibition, % at 20 µM, or IC50 in µM where a hit was titrated; Mannose-6-phosphate isomerase (Homo sapiens);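 note: plate controls were DMSO vehicle for no effect and wells lacking substrate for full effect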
M1AAP inhibition: P. falciparum M1AAP inhibitors, biochemical, fluorogenic H-Leu-NHMec substrate, 1536-well (AID 1445); recombinant M1AAP, H-Leu-NHMec fluorogenic kinetic assay; higher % means a stronger effect; inhibition, % at 30 µM; hits with a dose series show IC50 in µM; 220,000 compounds, 0.42% hits;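 active = primary inhibition above the hit cutoff, then over 50% inhibition at one or more dose response concentrations, cut at about 23% in these data, passing the limit was not always enough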;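 note: plate controls were DMSO full reaction for no effect and no enzyme background for full effect; strong numbers were not always called active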
TNAP activators: human TNAP enzyme activators, primary screen, biochemical, luminescent, no phosphate acceptor, uHTS (AID 1001); purified TNAP, luminescent activation assay, no phosphate acceptor; higher activation fold means a stronger effect; activation fold at 20 µM; hits with a dose series show EC50 in µM; 200,000 compounds, 0.03% hits; in the data active = activation fold from about 3, or a potency from the dose series; inactive = the rest, 99 in 100 with activation fold below about 1.6; note: many of its hits are not listed in these tables
K1F lysis inhibition: inhibition of K1F phage lysis, E. coli UTI89, bacterial capsule biogenesis inhibitors, alamar blue (AID 488966); 340,000 compounds, 0.02% hits; inhibition, % at 100 µM; hits with a dose series show IC50 in µM; E. coli UTI89 K1F phage lysis, alamar blue, 2 h; higher % means a stronger effect;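 active = phage lysis inhibition, versus mean bacterial control, above a set limit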;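 note: capsule biogenesis inhibitors block K1F phage lysis so surviving cells raise fluorescence; higher fluorescence means more inhibition of phage lysis; actives were called in the ten point dose series up to 300 µM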
XIAP displacement: XIAP antagonists, biochemical, IAP family, fluorescence polarization (AID 1018); XIAP BIR domain, fluorescence polarization peptide displacement; higher % means a stronger effect; 200,000 compounds, 0.007% hits; displacement, % at 20 µM, or IC50 in µM where a hit was titrated; E3 ubiquitin-protein ligase XIAP (Homo sapiens); in the data active = displacement above about 50%; note: a part of the inactive calls stands beside numbers as strong as those of hits
Lipid droplet cells 6.5 µM: second read-out of Lipid droplet, no call of its own (marks repeat the call); cell count; measured here: cell count, cytotoxicity flag;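 cells counted across two imaged fields per well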
* marks the source's active call; other numbers are inactive results; / = no result given; [ ] = another dose, or the depositor's remark. Cut-off read from the data, not from the text of the source, unless noted: active = inhibition above about 50%; inactive = the rest.

SMILES	Lipid droplet	Lipid droplet cells 6.5 µM	human PMI inhibitors	P. falciparum M17LAP	SIAH1 antagonists	human PMI inhibition	M1AAP inhibition	TNAP activators	K1F lysis inhibition	XIAP displacement
N#CN(CC(N)=O)c1nc(N2CCCCC2)nc(N2CCCCC2)n1	/	/	-4.6%	-6.4%	2.3%	-0.7%	1.7%	1.3	0.2%	0.9%
O=C(C1CCC(=O)N1C1CCCCC1)N1CCN(c2ccc(F)cc2)CC1 (stereo not given)	/	/	0.1%	5.7%	-0.7%	2.1%	2.2%	1.1	-2.9%	-2.4%
Cc1ccc(-c2n[nH]c(=O)c3ccccc23)cc1S(=O)(=O)Nc1ccc(F)cc1	/	/	/	-4.2%	7.6%	/	6.3%	/	0.0%	/
CCOC(=O)C1CCCN(C(=O)CC(C)c2ccccc2)C1 (stereo not given)	-5.3	787	1.0%	20.5%	-3.1%	7.9%	0.9%	1	-0.1%	-8.0%
NC(=O)C1CCN(CC(=O)c2c[nH]c3ccc(F)cc23)CC1	3.7	565	5.2%	55.8%	-4.0%	3.8%	17.1%	1.1	-0.9%	-5.1%
CCn1c(C)nc2cc(C(=O)NNC(=O)CCC3CCCC3)ccc21	24.6	680	8.8%	6.5%	1.9%	12.5%	-0.6%	1.6	10.1%	-7.9%
Cc1nc(SCC(=O)Nc2ccc(F)cc2)c(C#N)c(C)c1CC(=O)c1ccc(Br)cc1	-2.3	807	-2.2%	-7.6%	-2.2%	-3.4%	-7.6%	1	0.2%	-4.3%
O=C(NCCc1cccs1)c1ccc(Cl)c(Cl)c1	-1.7	780	-7.2%	6.0%	3.4%	-1.5%	-6.7%	1.2	6.0%	-9.8%
COc1ccc(CCNC(=O)c2cc(=O)n(C)c(=O)n2C)cc1OC	-3.7	730	-4.2%	2.1%	0.5%	-12.4%	-4.8%	1.1	0.4%	-0.7%
COc1cccc(/C=N/Nc2ncnc3scc(-c4ccccc4)c23)c1OC	/	/	-9.4%	10.1%	1.0%	-7.3%	8.2%	1.1	0.3%	-2.8%
Cc1cc(NC(=O)c2ccco2)no1	-7.7	794	-1.0%	1.5%	2.5%	2.6%	-0.1%	1.1	0.1%	-2.9%
Cc1ccc(OCC(=O)NN2C(=O)c3ccccc3C2=O)c(C)c1	9.0	621	4.5%	8.4%	8.8%	2.9%	3.4%	1.2	0.4%	-0.6%
CCN(CC)CCCNC(=O)c1nn(-c2cccc(OC)c2)c(=O)c2ccccc12	7.4	765	-3.8%	2.7%	1.6%	0.6%	3.4%	1.1	1.9%[50 µM]	4.4%
Cc1ccccc1SCC(=O)Nc1ccc(N2CCOCC2)cc1	-1.8	732	15.4%	3.2%	2.8%	1.6%	3.8%	1.1	0.3%	2.7%
CCn1c(-c2cccnc2Cl)nc2cc(Cl)c(Cl)cc21	5.2	573	8.5%	6.0%	4.2%	14.0%	0.4%	1.1	0.7%	-5.9%

Record cards (already shown).
COc1cccc(/C=N/Nc2ncnc3scc(-c4ccccc4)c23)c1OC is listed as Lipid droplet = /; Lipid droplet cells 6.5 µM = /; human PMI inhibitors = -9.4%; P. falciparum M17LAP = 10.1%; SIAH1 antagonists = 1.0%; human PMI inhibition = -7.3%; M1AAP inhibition = 8.2%; TNAP activators = 1.1; K1F lysis inhibition = 0.3%; XIAP displacement = -2.8%
Cc1ccc(OCC(=O)NN2C(=O)c3ccccc3C2=O)c(C)c1 is listed as Lipid droplet = 9.0; Lipid droplet cells 6.5 µM = 621; human PMI inhibitors = 4.5%; P. falciparum M17LAP = 8.4%; SIAH1 antagonists = 8.8%; human PMI inhibition = 2.9%; M1AAP inhibition = 3.4%; TNAP activators = 1.2; K1F lysis inhibition = 0.4%; XIAP displacement = -0.6%

(further entries)
SMILES	Lipid droplet	Lipid droplet cells 6.5 µM	human PMI inhibitors	P. falciparum M17LAP	SIAH1 antagonists	human PMI inhibition	M1AAP inhibition	TNAP activators	K1F lysis inhibition	XIAP displacement
COc1ccc(C(NC(=O)/C=C/c2ccco2)c2ccc(OC)cc2)cc1	-2.9	624	20.2%	2.0%	13.5%	11.3%	0.3%	1.1	1.5%[50 µM]	-6.8%
Cc1ccc(NC(=O)CN2C(=O)S/C(=C\c3cccn3-c3cccc(C(=O)O)c3)C2=O)cc1C	-0.7	655	-0.8%	11.7%	9.1%	-3.5%	6.5%	1	-0.9%	-27.0%
COc1ccc(C(=O)COC(=O)CN2CC(=O)Oc3ccccc32)cc1Br	-0.1	712	19.3%	12.8%	-6.7%	22.4%	-8.4%	1.1	0.6%	-2.2%
C=C(C)CNC(=S)N/N=C/c1ccc(NC(C)=O)cc1	-1.3	704	1.3%	15.9%	7.0%	3.2%	9.0%	1.2	0.0%	-3.5%
Cc1cc(C(=O)N2CCCC(C(=O)c3cc(F)ccc3F)C2)c(C)o1 (stereo not given)	-24.2	757	8.5%	-1.0%	-3.4%	12.6%	3.1%	1.1	0.5%	-1.9%
CC1C=CC(C)C(C(=O)O)C1C(=O)O (stereo not given)	-0.2	779	9.8%	6.4%	10.0%	14.0%	2.3%	1.1	0.2%	-3.0%
Cc1nnc(C)n1/N=C/c1ccc(C(=O)O)cc1	-9.5	713	5.8%	2.5%	0.8%	13.3%	10.8%	1.1	1.0%	-3.0%
COc1cc(C(=O)CSc2nnc(-c3ccc(O)cc3)n2CC2CCCO2)ccc1NC(C)=O (stereo not given)	/	/	-25.7%	-13.4%	3.9%	-11.3%	1.3%	1.1	-0.4%	0.5%
CCOC(=O)c1sc(NC(=O)CN2CCCC2)c(C(=O)OCC)c1C	-13.0	731	-0.9%	-5.2%	-0.7%	4.9%	8.9%	1	4.8%[50 µM]	-13.6%
C/C(=N\NC(=S)Nc1c(C)cccc1C)c1ccc(O)cc1	-3.5	695	/	8.1%	15.3%	/	10.4%	/	-0.1%	/
O=C(Nc1nccs1)c1ccc(-c2ccc([N+](=O)[O-])cc2)o1	2.0	635	-7.8%	-1.9%	16.6%	-8.4%	8.9%	1	-0.3%	-6.8%
O=C(NCc1ccccc1)Nc1cccn(Cc2ccc(Cl)cc2)c1=O	4.0	731	41.5%	-1.6%	-0.7%	16.7%	-1.1%	1.1	0.1%	-11.5%
O=c1c(-c2ccco2)[n+]([O-])c2ccccc2n1OCc1c(F)cccc1F	-6.4	689	/	6.8%	-2.1%	/	5.3%	/	-1.8%	/
Cc1ccc(S(=O)(=O)CCC(=O)OCc2ccc(S(=O)(=O)C(C)C)cc2)cc1	-0.3	693	12.6%	1.4%	2.2%	12.5%	4.1%	1	-0.5%	-8.9%
COc1ccc(-c2cc(C3CCN(c4ccc(C(C)=O)cc4[N+](=O)[O-])CC3)[nH]n2)cc1	/	/	5.7%	6.8%	-1.8%	12.6%	11.1%	0.7	0.4%	-4.5%
Fc1ccc(-c2csc3[n+]2CCS3)cc1	4.4	759	-10.2%	5.4%	-0.8%	-11.8%	7.5%	1.1	0.0%	1.6%
Cn1c(=O)[nH]c(=O)c2c1nc1n2CC(COc2ccc3ccccc3c2)O1 (stereo not given)	12.7	717	/	-1.6%	9.8%	/	0.1%	/	1.3%	/
CC(C)(C)NC(=O)COc1ccc(CNc2ccc3[nH]c(=O)[nH]c3c2)cc1	/	/	/	1.9%	-2.6%	62.2%*	9.2%	1.1	0.6%	-3.0%
O=C(N/N=C/C(Cl)=C\c1ccccc1)c1cccs1	1.4	695	/	0.6%	-1.5%	/	4.2%	/	-1.8%	/
COc1cccc(CC2(CO)CCCN(Cc3ccc4c(c3)OCCO4)C2)c1 (stereo not given)	0.0	677	9.1%	-5.5%	-1.5%	6.6%	-0.3%	1	0.3%	-7.4%
O=C(c1cc([N+](=O)[O-])ccc1N1CCCC1)N1CCCC1	8.5	760	6.6%	1.0%	3.9%	-6.7%	2.4%	0.9	1.5%	-0.9%
N=c1c2c(-c3ccccc3)c(-c3ccccc3)oc2ncn1CCN1CCOCC1	/	/	15.0%	-7.1%	2.2%	13.2%	5.3%	1	-1.0%	-0.9%
COc1ccc(S(=O)(=O)N2CCC(=O)N2)cc1	/	/	-3.2%	-8.9%	-1.3%	-8.0%	3.2%	1	0.3%	-1.5%
CC1Oc2ccccc2C=C1/C=N/NC(=O)[C@@H](C)NC(=O)OC(C)(C)C (stereo not given in full)	4.0	745	/	1.8%	5.9%	/	3.6%	/	-1.5%	/
O=C(NN1C(=O)/C(=C/C=C/c2ccccc2)SC1=S)c1ccncc1	-1.5	701	-30.9%	22.5%	-2.7%	-33.3%	12.0%	1.1	0.0%	-3.4%
Cn1cc(CN2CCN(CCO)CC2)c(-c2ccc(Oc3ccccc3)cc2)n1	3.8	678	0.3%	0.1%	-1.7%	3.0%	0.8%	1	0.1%	-8.9%
CCC(C)NS(=O)(=O)c1ccc(OCC(=O)NCc2ccc3c(c2)OCO3)cc1 (stereo not given)	8.5	684	2.6%	7.0%	0.4%	1.4%	2.6%	1.2	0.9%	0.3%
O=C(c1ccc2nc(N3CCCCC3)sc2c1)N1CCN(Cc2ccc3c(c2)OCO3)CC1	-2.3	624	5.2%	12.4%	-3.7%	13.9%	3.4%	0.9	0.1%	-5.3%
Cc1oc(-c2cc(F)ccc2F)nc1CN1CCN(c2cnccn2)CC1	-8.2	633	-6.0%	14.2%	1.9%	-1.1%	4.4%	1.1	0.0%	-6.0%
COC(=O)c1sc2nc(N3CCCCC3)c3c(c2c1N)CCCC3	-16.1	814	4.9%	1.3%	-4.2%	7.5%	22.0%	1	3.8%	3.7%
Cc1ccc(-n2c(SCC(=O)NC3CCCCC3)nc3c(c2=O)SCC3)cc1	1.5	696	2.4%	-2.9%	3.2%	8.6%	13.6%	1.1	0.2%	-7.4%
Cc1cc([N+](=O)[O-])ccc1NC(=O)C[n+]1ccc(N(C)C)cc1	-5.7	701	-1.5%	7.7%	7.8%	1.3%	5.3%	1	-0.1%	-10.2%
CCCOc1ccc(NC(=O)CC2C(=O)N(CC)C(=S)N2CCNC(C)=O)cc1 (stereo not given)	-1.5	713	2.1%	10.3%	2.3%	4.0%	-1.4%	1	3.2%[50 µM]	1.4%
O=C(O)CC(Cn1cnnn1)c1ccccc1 (stereo not given)	/	/	-13.2%	-4.9%	-7.0%	-10.2%	-3.7%	0.7	0.4%	-5.4%
Cn1nnnc1SCC(=O)N1CCN(C(=O)c2ccco2)CC1	7.4	669	-44.4%	12.1%	-10.1%	-59.4%	-0.3%	1.1	0.0%	-1.8%
Cc1ccc(-c2nc(CN(C)C(C3CC3)C3CC3)c(C)o2)cc1	-3.7	677	2.3%	-0.9%	4.6%	17.3%	8.5%	1	-1.6%	-4.6%
